Assay outcomes as filed in PubChem.
GSTO1 counter – blocks human GSTO1 in RBBP9 counter-screen | recombinant GSTO1, activity-based probe fluorescence polarization | inhibition, % at 5.96 µM | actives 1.1% (n = 300,000) | AID 1974;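 active means inhibition above the campaign mean inhibition plus 3 SD, cut at about 35% in these data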;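 further: 0% = GSTO1-1 with DMSO and 100% = wells lacking GSTO1-1 enzyme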
pPAFAH inh – inhibitors of human plasma PAF acetylhydrolase (pPAFAH); Q13093; recombinant pPAFAH, FP-rhodamine probe fluorescence polarization; inhibition, % at 3.39 µM; actives 1.5% (n = 330,000); AID 463082;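 active means inhibition above the mean inhibition across the screen plus 3 SD, cut at about 25% in these data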;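 further: inhibitors block binding of the rhodamine activity-based probe so polarization drops; 0% = enzyme with DMSO and 100% = wells lacking pPAFAH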
Target sequence (Q13093 whole entry, looked up): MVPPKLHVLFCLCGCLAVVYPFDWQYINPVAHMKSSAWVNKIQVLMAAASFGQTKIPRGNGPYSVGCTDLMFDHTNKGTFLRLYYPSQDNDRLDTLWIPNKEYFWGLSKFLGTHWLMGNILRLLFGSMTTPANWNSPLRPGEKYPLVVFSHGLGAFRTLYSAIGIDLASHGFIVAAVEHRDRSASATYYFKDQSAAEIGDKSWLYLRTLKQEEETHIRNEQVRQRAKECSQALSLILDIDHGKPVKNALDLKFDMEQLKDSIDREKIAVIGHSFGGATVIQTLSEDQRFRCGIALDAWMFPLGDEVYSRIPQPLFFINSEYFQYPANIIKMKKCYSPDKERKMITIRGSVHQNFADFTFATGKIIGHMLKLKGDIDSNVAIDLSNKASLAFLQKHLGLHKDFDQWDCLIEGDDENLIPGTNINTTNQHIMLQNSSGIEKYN
PAFAH1B2 inh – blocks human PAF acetylhydrolase 1b catalytic subunit 2; actives 1.2% (n = 340,000); P68402; recombinant PAFAH1B2, FP-rhodamine activity probe, fluorescence polarization; inhibition, % at 3.39 µM;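 active means inhibition above the mean of all tested compounds plus 3 SD, cut at about 24% in these data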;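 further: 0% = enzyme with DMSO and 100% = wells lacking PAFAH1B2; many of its hits are not listed in these tables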
Target sequence (P68402 whole entry, looked up): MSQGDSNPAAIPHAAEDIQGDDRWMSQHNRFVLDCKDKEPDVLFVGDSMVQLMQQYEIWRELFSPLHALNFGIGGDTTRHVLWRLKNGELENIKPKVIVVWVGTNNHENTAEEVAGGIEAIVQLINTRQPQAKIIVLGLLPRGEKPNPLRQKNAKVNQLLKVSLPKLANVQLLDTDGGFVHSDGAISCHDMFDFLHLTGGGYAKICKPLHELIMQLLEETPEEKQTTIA
PAFAH1B3 FP inh – inhibitors of human PAFAH1B3 | inhibition, % at 3.39 µM | recombinant PAFAH1B3, FP-rhodamine probe, fluorescence polarization | Q15102 | actives 0.28% (n = 340,000);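 active means inhibition above the screen-wide average of all tested compounds plus 3 SD, cut at about 25% in these data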;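 further: 0% = enzyme with DMSO only and 100% = wells lacking PAFAH1B3 protein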
PAFAH2 FP inh – PAFAH2 (human) inhibition; Q99487; recombinant PAFAH2, FP-rhodamine activity probe, fluorescence polarization; inhibition, % at 3.39 µM; actives 0.99% (n = 340,000);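 active means inhibition above the mean over all tested compounds plus 3 SD, cut at about 30% in these data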;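 further: inhibitors block probe labeling of enzyme so polarization drops; 0% = enzyme with DMSO and 100% = wells lacking PAFAH2 protein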
Fam108B counter – counter-screen for RBBP9 inhibitors: inhibitors of mouse Fam108B; recombinant Fam108B, FP-Rh probe fluorescence polarization; inhibition, % at 9.51 µM; actives 0.33% (n = 300,000);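 active means inhibition above the screen mean inhibition plus 3 SD, computed separately per campaign, cut at about 18% in these data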;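 further: inhibitors lower polarization as less probe binds the enzyme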
PME-1 inh – PME-1 (human) inhibition; Q9Y570; recombinant PME-1, FP-Rh probe fluorescence polarization; inhibition, % at 5.9 µM; actives 0.53% (n = 320,000);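 active means inhibition above the campaign mean of all compounds plus 3 SD, cut at about 26% in these data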;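 further: competitive labeling of PME-1 active site by serine hydrolase directed probe; 0% = PME-1 with DMSO and 100% = wells lacking PME-1 enzyme; inhibitors block probe labeling so polarization falls and inhibition rises; many of its hits are not listed in these tables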
Target sequence (Q9Y570 whole entry, looked up): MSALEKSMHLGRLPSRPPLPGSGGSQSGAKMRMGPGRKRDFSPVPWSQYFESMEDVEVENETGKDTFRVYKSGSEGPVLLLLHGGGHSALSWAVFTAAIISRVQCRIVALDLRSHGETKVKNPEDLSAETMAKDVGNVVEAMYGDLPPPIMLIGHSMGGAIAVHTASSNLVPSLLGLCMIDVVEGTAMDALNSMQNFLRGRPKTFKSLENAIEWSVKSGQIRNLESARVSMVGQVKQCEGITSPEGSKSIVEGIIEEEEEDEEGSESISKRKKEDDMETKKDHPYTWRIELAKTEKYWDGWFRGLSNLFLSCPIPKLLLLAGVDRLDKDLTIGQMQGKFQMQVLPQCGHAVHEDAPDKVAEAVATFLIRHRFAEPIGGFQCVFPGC
LYPLA1 counter – blocks human lysophospholipase 1, a PME1 counter-screen | O75608 | recombinant LYPLA1, FP-Rh probe fluorescence polarization | inhibition, % at 5.9 µM | actives 0.16% (n = 320,000) | AID 2174;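 active means inhibition above the mean of all tested compounds plus 3 SD, set per campaign, cut at about 14% in these data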;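 further: inhibitors block serine hydrolase probe labeling of LYPLA1 so polarization falls; 0% = enzyme with DMSO and 100% = wells lacking LYPLA1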
PAD4 inh – PAD4 (human) enzyme inhibition | Q9UM07 | actives 0.41% (n = 330,000) | recombinant PAD4, RCA probe fluorescence polarization | inhibition, % at 6.36 µM;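 active means percent inhibition above a cutoff equal to the mean of all tested compounds plus 3 SD, cut at about 15% in these data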;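 further: 0% = PAD4 with RCA probe and DMSO and 100% = probe without PAD4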
* hit, by the source's call; nt = no result given. This is a subset. The share of hits here may be higher or lower than overall.

1	CC(=O)Nc1ccc(OCCOc2ccc(NC(C)=O)cc2)cc1
2	CCOC(=O)C1=C(c2ccccc2)NC(SCC)=C(C#N)C1c1cccnc1 (centres undefined)
3	COc1ccc(C(=S)N2CCNCC2)cc1
4	COC(=O)c1cccc(NC(=S)NCc2ccc(Cl)cc2)c1
5	CSCCC(NC(=O)c1ccccc1)C(=O)N1CCCCCCC1 (centres undefined)
6	CC(C)(C)NC(=O)NC(=O)CN1CCN(c2cccc(Cl)c2)CC1
compound no. | 1 | 2 | 3 | 4 | 5 | 6
GSTO1 counter | 6 | 8 | -4 | -17 | nt | -8
pPAFAH inh | 4 | 1 | -2 | 2 | 1 | 1
PAFAH1B2 inh | 1 | -5 | -2 | 3 | 4 | 3
PAFAH1B3 FP inh | 14 | -1 | 0 | 7 | 1 | 7
PAFAH2 FP inh | -7 | 0 | 0 | -6 | 2 | -5
Fam108B counter | -2 | 6 | 0 | -3 | nt | 1
PME-1 inh | -4 | 1 | 5 | 6 | 7 | 2
LYPLA1 counter | -1 | 3 | -1 | -10 | 0 | 0
PAD4 inh | -1 | 3 | -3 | -6 | -2 | -4

7	CCOCCCNc1nc(C)nc2c1nnn2Cc1c(F)cccc1Cl
8	COc1ccc(C(=O)Nc2cccc(C(=O)N/N=C/c3ccc(OC)cc3OC)c2)cc1
9	O=C(NCCCN1CCCC1)c1ccc(CS(=O)(=O)c2c(Cl)cccc2Cl)o1
10	O=C(Cn1cnc2ccccc2c1=O)c1ccccc1
11	O=C1NCCCN1Cc1ccc(Cl)cc1
12	Cc1csc(NC(=O)c2ccc(C)s2)n1
compound no. | 7 | 8 | 9 | 10 | 11 | 12
GSTO1 counter | -1 | -13 | 7 | 2 | -1 | -13
pPAFAH inh | 5 | -1 | 5 | 3 | -1 | 10
PAFAH1B2 inh | 6 | 0 | 0 | 4 | 7 | 6
PAFAH1B3 FP inh | 9 | -8 | 2 | 4 | 6 | 1
PAFAH2 FP inh | 1 | -22 | 0 | -4 | 4 | -1
Fam108B counter | 1 | -15 | -2 | -4 | 2 | -4
PME-1 inh | 1 | -51 | -6 | 6 | 1 | -2
LYPLA1 counter | -2 | -25 | 5 | 1 | 0 | -4
PAD4 inh | 0 | -3 | -1 | -3 | -1 | 2

13	O=C(/C=C/c1ccoc1)c1ccccc1O
14	Cc1cc(NC(=O)c2cccc(S(=O)(=O)Nc3cccc(C(=O)O)c3)c2)no1
15	Cc1nc2ccccc2c(=O)n1/N=C/c1ccc2ccccc2c1O
16	CN(CC(=O)NNC(=O)CNC(=O)c1ccccc1F)S(=O)(=O)c1ccc(Cl)cc1
17	COc1ccccc1CN1C[C@@H]2C[C@@H](c3cccc(C)n3)N3CCC[C@@]23C1=O
18	c1ccc(-c2ccccc2OCCn2cncn2)cc1
compound no. | 13 | 14 | 15 | 16 | 17 | 18
GSTO1 counter | 1 | 5 | 67* | nt | 4 | 0
pPAFAH inh | 0 | -3 | 7 | -4 | 4 | -1
PAFAH1B2 inh | 1 | 2 | 3 | 0 | 4 | 11
PAFAH1B3 FP inh | -1 | 5 | 6 | 2 | 2 | 1
PAFAH2 FP inh | 1 | -1 | 5 | 6 | 1 | -4
Fam108B counter | -2 | 2 | 3 | nt | -7 | 1
PME-1 inh | 1 | 2 | -2 | 0 | -5 | 4
LYPLA1 counter | -1 | 1 | -1 | 0 | -2 | 2
PAD4 inh | -1 | -4 | -7 | 7 | -4 | -1

19	CC1(C(=O)Nc2nccs2)Cc2ccccc2C(=O)O1 (centres undefined)
20	COc1ccc(/C=C/CN2CCN(Cc3ccccc3)C(CCO)C2)cc1 (centres undefined)
21	Cc1ccc(S(=O)(=O)NC2=NCN(C3CCCCC3)CN2)cc1
22	COc1ccc(-c2ccc3c(c2)S(=O)(=O)c2cccc(C(=O)NCCOc4ccccc4Cl)c2C3=O)cc1OC
23	COCCCNC(=O)CCc1nc2cccnc2n1Cc1ccccc1
24	CCN(c1ccccc1)S(=O)(=O)c1ccc(C(=O)Nc2ccc(C)cn2)cc1
compound no. | 19 | 20 | 21 | 22 | 23 | 24
GSTO1 counter | 0 | 13 | -3 | nt | 4 | -8
pPAFAH inh | -3 | -7 | 7 | 9 | 0 | 9
PAFAH1B2 inh | -2 | 1 | 14 | -3 | 6 | 8
PAFAH1B3 FP inh | -2 | 3 | -3 | -2 | 7 | 5
PAFAH2 FP inh | -8 | 3 | -6 | 19 | 0 | 6
Fam108B counter | 0 | -4 | 2 | nt | -1 | 1
PME-1 inh | 6 | -6 | 0 | nt | -2 | -1
LYPLA1 counter | -2 | 0 | 1 | nt | 3 | 0
PAD4 inh | 1 | 1 | -2 | -5 | 0 | 4

25	CCN(CC)c1ccc(C2C3CCCCC3(O)CCN2C(=O)c2cccs2)cc1 (centres undefined)
26	COc1ccc(C)cc1NC(=O)C1CCN(S(=O)(=O)c2ccccc2)CC1
27	CC1=C/C(=C(\c2ccc(O)c(C)c2)c2ccccc2S(=O)(=O)O)C=CC1=O
28	O=C(COc1ccccc1)Nc1ccc2c(c1)nc1n2CCOC1
29	N/C(=N\c1nc2c(c(=O)[nH]1)CCC2)Nc1cccc2ccccc12
30	CCN(CC)S(=O)(=O)c1ccc(C(=O)Nc2nnc(C(C)C)s2)cc1
compound no. | 25 | 26 | 27 | 28 | 29 | 30
GSTO1 counter | -4 | 2 | 10 | 2 | 6 | 1
pPAFAH inh | 7 | 2 | 5 | 0 | -1 | 2
PAFAH1B2 inh | 3 | -1 | 7 | 0 | 2 | 1
PAFAH1B3 FP inh | -5 | 2 | 5 | 6 | 7 | 5
PAFAH2 FP inh | 0 | 8 | 2 | -2 | -3 | 1
Fam108B counter | 2 | 6 | 5 | 5 | -21 | 5
PME-1 inh | 5 | 3 | 0 | 2 | -1 | 2
LYPLA1 counter | 4 | -5 | 0 | 2 | -1 | 4
PAD4 inh | -8 | -4 | 4 | -6 | -2 | 3

31	COc1ccc(NC(=O)Nc2ccc3c(c2)C(=O)N([C@H](C)CO)C[C@H](C)[C@@H](CN(C)S(C)(=O)=O)O3)cc1
32	CC(C)CN(/C=N/c1sc2c(c1C#N)CCCCC2)CC(C)C
33	CC1(C)C(=O)C2(CCCCC2)C(=O)OC1c1cccc([N+](=O)[O-])c1 (centres undefined)
34	CC(C)CC(=O)N/C(N)=N/c1nc2ccccc2s1
35	CCc1ccc(N(CC(=O)Nc2ccc(OC)cc2OC)S(C)(=O)=O)cc1
36	C=C1CCC(C)C(C)(CCC2=CCOC2=O)C/C=C\C=C/1C(=O)O (centres undefined)
compound no. | 31 | 32 | 33 | 34 | 35 | 36
GSTO1 counter | nt | -8 | 1 | -1 | 1 | 6
pPAFAH inh | 9 | 6 | 2 | 10 | 1 | 0
PAFAH1B2 inh | 4 | 7 | 1 | -1 | 2 | 6
PAFAH1B3 FP inh | 10 | 3 | 5 | 6 | -2 | -1
PAFAH2 FP inh | 0 | 12 | 4 | -3 | 6 | 1
Fam108B counter | nt | -2 | 5 | -1 | 0 | 2
PME-1 inh | nt | -1 | 2 | -2 | 1 | -2
LYPLA1 counter | nt | -1 | 2 | -6 | -2 | -1
PAD4 inh | 1 | -1 | 3 | -2 | -2 | -2

37	Cc1cccc(NC(=O)c2sc(Cl)nc2C)c1C
38	CCC(=O)N1CCc2cc(S(=O)(=O)CCC(=O)N3CCN(c4ccc(F)cc4)CC3)ccc21
39	COc1ccc2oc(C(=O)OCC(=O)N(CCC#N)c3ccccc3)c(C)c2c1
40	O=C(C[C@@H]1C/C=C/CC[C@H](Cc2ccc(F)cc2)C(=O)OCCNC1=O)N[C@H](CO)Cc1ccccc1
41	CCS(=O)(=O)Nc1c(C)n(C)n(-c2ccccc2)c1=O
42	O=C1CC(c2ccccc2)CC(O)=C1C=NCC1CCCO1 (centres undefined)
compound no. | 37 | 38 | 39 | 40 | 41 | 42
GSTO1 counter | 3 | -2 | -2 | nt | -7 | -5
pPAFAH inh | 2 | 2 | 10 | 4 | 9 | 5
PAFAH1B2 inh | 2 | 4 | -2 | 12 | -3 | 3
PAFAH1B3 FP inh | 2 | 7 | 3 | 7 | 4 | 4
PAFAH2 FP inh | -5 | 4 | 7 | 2 | 10 | 6
Fam108B counter | 0 | -2 | 1 | nt | 2 | -5
PME-1 inh | 0 | 1 | -2 | nt | -4 | -6
LYPLA1 counter | 0 | -3 | -7 | nt | 0 | 0
PAD4 inh | 5 | 3 | -2 | -2 | 1 | -3

43	COc1ccc(CCNC(=O)COC(=O)c2ccc(S(=O)(=O)N3CCCC3)cc2)cc1OC
44	Cc1ccc(C)c(NC(=O)c2ccccn2)c1
45	CC1CCCC(NC(=O)C2N(CCCN3CCCC3)C(=O)C3C(C(=O)Nc4ccc(Cl)cc4)C4C=CC32O4)C1C (centres undefined)
46	O=C(O)CCCC(=O)NS(=O)(=O)c1ccc(Cl)cc1
47	N#CC(c1ccc(Cl)cc1)c1ncc(C(F)(F)F)cc1Cl (centres undefined)
48	Cc1ccc(CCNC(=O)C23CN(Cc4ccccc4)CC2C(c2ccc([N+](=O)[O-])cc2)=NO3)cc1 (centres undefined)
compound no. | 43 | 44 | 45 | 46 | 47 | 48
GSTO1 counter | nt | 8 | 1 | 2 | 3 | 0
pPAFAH inh | 9 | 4 | 1 | 2 | 0 | 3
PAFAH1B2 inh | 0 | 2 | -3 | -5 | 1 | 7
PAFAH1B3 FP inh | 0 | 2 | 11 | 5 | 9 | 7
PAFAH2 FP inh | 3 | -2 | -9 | 0 | -3 | 3
Fam108B counter | nt | -3 | 3 | -1 | 0 | 1
PME-1 inh | nt | -2 | -11 | -1 | 7 | 2
LYPLA1 counter | nt | 0 | 2 | 4 | -4 | -3
PAD4 inh | 2 | 3 | -2 | -1 | 5 | 6

49	COc1cccc(NC(=O)c2ccccc2Br)c1
50	COc1ccccc1NC(=O)C/C(N)=N/OCC(=O)Nc1cccc(Cl)c1
51	CCOC(=O)CNC(=O)CSc1nnc(-c2ccccc2)c(-c2ccccc2)n1
52	COc1ccc(C(=O)OCC(=O)Nc2cc(C)c(C)cc2[N+](=O)[O-])cc1
53	CC1CN(c2nc3ccccn3c(=O)c2/C=C(\C#N)C(N)=O)CC(C)O1 (centres undefined)
54	Cc1ccc(CN2CCC(c3cc(-c4cccs4)n[nH]3)CC2)cc1
compound no. | 49 | 50 | 51 | 52 | 53 | 54
GSTO1 counter | 2 | nt | 8 | 0 | -2 | 2
pPAFAH inh | 2 | 6 | -5 | 4 | -7 | 4
PAFAH1B2 inh | -3 | 8 | 3 | -1 | 3 | 8
PAFAH1B3 FP inh | 5 | 12 | 13 | -2 | 6 | 12
PAFAH2 FP inh | 2 | 8 | 0 | 39* | 6 | -6
Fam108B counter | 1 | nt | 1 | -4 | 0 | -5
PME-1 inh | -2 | nt | -2 | -3 | -2 | 2
LYPLA1 counter | -3 | nt | 4 | -7 | -1 | 5
PAD4 inh | -4 | 1 | 0 | 5 | 5 | 2
